Bioassay records as filed in PubChem BioAssay.
LMPTP block: LMPTP (human) inhibition | P24666 | recombinant LMPTP-A, OMFP fluorogenic substrate, fluorescence intensity | inhibition, % at 20 µM | 360,000 tested, 0.22% active;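 active = compounds that cut the enzyme signal by at least half of the control window in the single-dose screen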;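 note: plate controls were DMSO wells with enzyme plus substrate for no effect and substrate without enzyme for full effect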
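Buffer or medium: Bis-Tris pH 6.0, DTT, detergent; Assay system: LMPTP-A enzyme; Quantity: 0.625 nM enzyme; Detection: endpoint fluorescence intensity; Times: 50 min dark incubation at room temperature; Controls: substrate-only low control, DMSO enzyme-plus-substrate high control; Doses: single 20 µM dose; Read-out: percent inhibition versus substrate-only and uninhibited controls; Reagent: 400 µM OMFP.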
DNMT1 inh: inhibitors of human DNMT1 | P26358 | DNMT1 molecular beacon, Hinp1I cleavage, fluorescence | inhibition (reported as % activation of signal), % at 10 µM | 360,000 tested, 0.83% active | AID 588458; in the data active = inhibition above about 50%
SUMO1-SIM PPI: SUMO1-SIM interaction modulation; SUMO1 binding to a labelled peptide, TR-FRET, 1 h; inhibition, % at 20 µM; 360,000 tested, 0.33% active; AID 602429; in the data active = inhibition above about 37%
Scp-1 inhibitor: blocks human Scp-1 phosphatase activity; Q9GZU7; Recombinant Scp1, phosphopeptide, malachite green phosphate absorbance; inhibition, % at 20 µM; 340,000 tested, 0.88% active;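 active = inhibition above about 50% at 20 µM, limit read from the data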;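 note: plate controls were DMSO wells with enzyme for no effect and wells lacking enzyme for full effect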
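Assay system: SCP-1 catalytic fragment, aa 76-261 | Buffer or medium: Tris acetate buffer pH 5.5 with MgCl2 and Tween-20 | Compound: One concentration, 20 µM, with 1.0% DMSO | Also added: Phospho 17-mer peptide substrate | Signal: Absorbance at 630 nm | Incubation: 45 min enzyme reaction at room temperature | Measure: % inhibition of SCP-1 phosphate liberation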
eLon inh: inhibitors of E. coli Lon protease. purified E. coli Lon protease, fluorescence polarization. inhibition, % at 7.94 µM. 360,000 tested, 0.42% active. AID 602123; in the data active = inhibition above about 13%, passing the limit was not always enough;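 note: 0% = enzyme with probe and DMSO and 100% = no enzyme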
CendR NRP1 mod: NRP-1/CendR interaction modulation; AID 602438; O14786; 360,000 tested, 0.85% active; FAM-RPARPAR peptide binding to NRP-1, fluorescence polarization; inhibition, % at 25 µM;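 active = inhibition or corrected inhibition above about 18%, plus a signal ratio from 0.5 to 1.5, limit read from the data, passing the limit was not always enough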; note: strong numbers were not always called active
Target sequence (O14786 whole entry, looked up): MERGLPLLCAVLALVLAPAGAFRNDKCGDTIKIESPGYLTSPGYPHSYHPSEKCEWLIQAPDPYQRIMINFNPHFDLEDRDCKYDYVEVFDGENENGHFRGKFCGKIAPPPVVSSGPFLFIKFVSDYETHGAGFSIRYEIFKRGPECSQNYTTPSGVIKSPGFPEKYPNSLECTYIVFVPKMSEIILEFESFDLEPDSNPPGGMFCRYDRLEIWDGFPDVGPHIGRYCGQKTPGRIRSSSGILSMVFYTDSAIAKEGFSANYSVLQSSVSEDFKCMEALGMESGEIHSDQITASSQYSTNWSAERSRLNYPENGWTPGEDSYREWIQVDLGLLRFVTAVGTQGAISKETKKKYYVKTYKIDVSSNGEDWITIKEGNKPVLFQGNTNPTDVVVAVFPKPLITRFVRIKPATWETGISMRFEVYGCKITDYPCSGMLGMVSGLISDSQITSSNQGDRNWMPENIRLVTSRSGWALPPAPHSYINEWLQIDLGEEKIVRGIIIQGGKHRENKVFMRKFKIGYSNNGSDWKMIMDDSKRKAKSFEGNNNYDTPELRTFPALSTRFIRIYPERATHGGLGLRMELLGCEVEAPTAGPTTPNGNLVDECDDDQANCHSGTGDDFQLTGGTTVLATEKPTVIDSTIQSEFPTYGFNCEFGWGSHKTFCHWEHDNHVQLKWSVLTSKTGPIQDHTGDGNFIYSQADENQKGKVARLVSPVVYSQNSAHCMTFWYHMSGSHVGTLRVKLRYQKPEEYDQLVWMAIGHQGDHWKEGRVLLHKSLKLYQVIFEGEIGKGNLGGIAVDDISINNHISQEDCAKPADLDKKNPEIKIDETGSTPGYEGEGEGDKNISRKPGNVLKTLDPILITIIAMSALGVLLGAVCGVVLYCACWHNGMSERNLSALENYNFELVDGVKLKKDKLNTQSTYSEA
STEP block: inhibitors of human striatal-enriched phosphatase STEP | inhibition, % at 20 µM | 360,000 tested, 0.25% active | AID 588621 | P54829 | recombinant STEP, OMFP fluorogenic substrate, fluorescence;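 active = inhibition at 20 µM, scaled per plate between control wells, above about 37%, limit read from the data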;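 note: 0% = DMSO with enzyme and substrate and 100% = substrate only without enzyme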
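System: STEP phosphatase, cell-free reaction; Buffer or medium: Bis-Tris pH 6.0 buffer with DTT, detergent; Incubation: 20 min at room temperature, dark; Measured by: fluorescence, 480/540 nm.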
bovine MsrA act: activates bovine MsrA enzyme. purified bovine MsrA, absorbance read-out. activation, % at 10.6 µM. 360,000 tested, 0.3% active. AID 602163; in the data active = activation above about 7.5%;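 note: 0% = vehicle and 100% = reference activator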
Tb MetRS inh: Trypanosoma brucei MetRS inhibition. purified T. brucei MetRS, ATP depletion, Kinase-Glo luminescence. inhibition, % at 11.9 µM. 360,000 tested, 0.4% active. AID 624268;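 active = inhibition above a per-plate cutoff of the control wells' mean inhibition plus 3 SD, cut at about 5.5% in these data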;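 note: 0% = DMSO wells median and 100% = median of wells with control inhibitor compound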
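Dosing: 11.9 µM single point; system: parasite MetRS enzyme; technique: luminescence of leftover ATP; times: 15 min enzyme-compound preincubation, 2 h reaction, 10 min detection, 25 °C; replicates: each compound tested once; read-out basis: percent inhibition relative to median high and low control wells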
MsrA inh: inhibitors of bovine MsrA; inhibition, % at 15.5 µM; AID 651718; 360,000 tested, 0.75% active; purified bovine MsrA, absorbance read-out; in the data active = inhibition above about 4.5%;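 note: 0% = vehicle wells with enzyme and 100% = reference inhibitor wells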
* = called active by the depositor; . = no result given.

SMILES	LMPTP block	DNMT1 inh	SUMO1-SIM PPI	Scp-1 inhibitor	eLon inh	CendR NRP1 mod	STEP block	bovine MsrA act	Tb MetRS inh	MsrA inh
CCOc1ccc(/C(O)=C2\C(=O)C(=O)N(c3ccc(OC)cc3)C2c2ccccc2[N+](=O)[O-])cc1 (stereo unspecified)	3.7	-3	-8	-14	7	0	2	-6	-0.2	0.0
COc1ccc(CSc2n[nH]c(C)n2)cc1Br	-0.4	7	1	7	-7	-6	0	-10	-0.6	0.3
O=C(/C=C/c1ccoc1)c1ccccc1O	-2.1	2	-1	-10	-3	3	-2	-1	0.1	0.3
CC1C(=O)N(Cc2cn(CCC3OCCCO3)nn2)CCS(=O)(=O)N1Cc1ccc(-c2ccc(Cl)c(Cl)c2)cc1 (stereo unspecified)	5.5	-13	5	.	-6	7	0	0	-0.1	-0.5
Cc1ccc(N2C(=O)N(CC(=O)Nc3c(C)cc(C)cc3Cl)C(=O)C2C)cc1 (stereo unspecified)	0.6	7	-6	-7	0	-3	0	-5	-0.4	-0.1
Cc1ccc(C2CC(=O)NC3=C2C(=O)CCC3)cc1Br (stereo unspecified)	-0.1	3	3	0	4	15	-3	-2	-0.9	0.7
O=C(Cn1cc(COc2ccc3ccc(=O)oc3c2)nn1)c1ccc(O)cc1	0.7	0	2	4	-4	-10	2	5	0.7	2.6
CCc1nc(SCc2ccc(OC)cc2)n[nH]1	-1.2	1	-3	-4	11	-5	-1	-5	-0.8	2.4
CCn1c(C)nc2cc(C(=O)NN=Cc3ccccc3OC(F)F)ccc21	1.0	-3	-2	-8	5	1	-4	-2	0.0	-0.6
CNC(=O)COC(=O)[C@@H](Nc1ccc(S(=O)(=O)N2CCOCC2)cc1[N+](=O)[O-])C(C)C	-0.6	-3	-12	2	-8	17	-3	1	0.1	-1.1
CC1(c2nnc(-c3ccc(Cl)cc3)o2)CC(c2ccc(Cl)cc2)=NO1 (stereo unspecified)	2.4	9	-5	-9	-4	-2	1	-3	0.0	-0.5
CC(=O)c1c(N2CCN(C(=O)c3ccco3)CC2)nc(=S)n(-c2ccccc2)c1C	1.8	8	3	18	4	-5	-2	-12	-1.0	0.3
Cc1ccccc1OCCSc1nc2ncnc(N)c2[nH]1	15	1	1	-2	8	-1	-5	-2	1.8	1.0
COc1ccc(/C=C2\OC(=S)N(C)C2=O)cc1	1.6	0	-35	-4	2	-4	1	-7	-1.0	3.3
Cc1c(-c2ccccc2)nc2ccccc2c1C(=O)OCC(=O)Nc1ncc(C(F)(F)F)cc1Cl	2.7	6	-2	4	2	-18	0	-8	-1.0	-0.3
Cc1ccc(NC(=O)CCN2C(=O)c3ccccc3C2=O)cc1	-0.7	4	-4	-1	-1	6	-1	-5	0.2	1.0
COc1ccccc1OCCCCOc1ccccc1F	1.8	1	0	4	-11	9	1	-7	-0.8	-1.9
CCN(CC)S(=O)(=O)c1ccc(NC(=O)C(C)N(c2ccccc2)S(C)(=O)=O)cc1 (stereo unspecified)	1.1	-5	-1	-11	-4	10	2	-2	0.0	0.8
Cc1nnc(NC(=O)CSC2CCCCC2)s1	-2.0	-1	8	-5	-13	16	-1	-2	-0.5	-0.1
CCOc1ccccc1N(C(=O)Nc1ccc(Cl)cc1)C1=NC(C)CS1 (stereo unspecified)	1.8	0	2	3	-6	-8	-2	-2	-0.2	-0.1

Another view of part of the listing above:
SMILES | LMPTP block | DNMT1 inh | SUMO1-SIM PPI | Scp-1 inhibitor | eLon inh | CendR NRP1 mod | STEP block | bovine MsrA act | Tb MetRS inh | MsrA inh
Cc1ccc(C2CC(=O)NC3=C2C(=O)CCC3)cc1Br (stereo unspecified) | -0.1 | 3 | 3 | 0 | 4 | 15 | -3 | -2 | -0.9 | 0.7
O=C(Cn1cc(COc2ccc3ccc(=O)oc3c2)nn1)c1ccc(O)cc1 | 0.7 | 0 | 2 | 4 | -4 | -10 | 2 | 5 | 0.7 | 2.6

Next entries follow:
SMILES	LMPTP block	DNMT1 inh	SUMO1-SIM PPI	Scp-1 inhibitor	eLon inh	CendR NRP1 mod	STEP block	bovine MsrA act	Tb MetRS inh	MsrA inh
CN(C)c1nc(Cl)cc(N2CCOCC2)n1	-0.3	0	-3	-2	-7	3	-2	-3	0.1	0.5
CC(=O)c1c(N2CCOCC2)nc2ccc(Br)cc2c1-c1ccccc1	4.2	6	-2	-2	9	-10	2	-7	-0.5	0.1
CC(C)Cn1c(-c2csc(C(C)C)c2)n[nH]c1=S	0.5	-3	4	15	-2	8	2	2	0.6	-0.6
CN(C)C(=S)Oc1ccccc1-c1ccccc1OC(=S)N(C)C	0.7	-3	6	-3	1	17	2	-1	-0.4	0.7
COc1ccc(NC(=O)CN(C)C(=O)CSc2ccc(Br)cc2)cc1	-7.6	-3	-8	-12	-13	-14	-1	-3	0.7	2.7
COC(=O)C(C)n1cnc2c(nnn2-c2ccc(OC)cc2)c1=O (stereo unspecified)	-1.4	-1	-1	-11	1	2	-2	-3	-1.0	0.3
O=C(Cc1cccs1)Nc1ccc(F)c(S(=O)(=O)N2CCOCC2)c1	0.3	2	-5	-5	0	-1	1	1	0.2	1.6
CCC(C)(C)C1CCC2(CC1)NC(=O)N(CC(=O)N1CCN(C(=O)c3ccco3)CC1)C2=O (stereo unspecified)	-0.2	0	1	-5	0	-2	-2	-2	-0.4	-0.2
Cc1ccc(S(=O)(=O)N(C)CC(=O)Nc2ccc3c(c2)OCO3)cc1	0.7	-4	4	-7	-1	-2	0	-3	-0.6	-0.7
O=C(COc1ccccc1)Nc1ccccc1N1CCCCC1	4.9	1	2	0	5	1	1	-2	-0.3	-0.8
O=C(CSc1nnc(Cn2nnc(-c3ccccc3)n2)n1-c1ccccc1)Nc1ccccc1	0.1	-8	-4	-7	-9	-12	-1	1	-0.4	-0.8
CCOC(=O)C(=CNc1cc(C)nn1C(C)(C)C)C(=O)OCC	-0.8	1	2	-2	7	-15	-3	1	0.9	1.0
O=C(NCC(O)c1ccccc1)c1cccs1 (stereo unspecified)	-1.0	0	-5	-1	5	-4	1	-1	-0.6	-0.6
COc1ccc(NC(=O)Nc2nnc(Cc3ccccc3)s2)cc1	-2.1	1	2	-16	-2	-4	0	0	0.3	1.5
Cc1cccc([C@H]2[C@@H]3C=CCC[C@@H]3C(=O)N2Cc2ccccc2)c1	1.8	7	5	-9	-1	2	-1	-1	-1.2	-0.4
C=CCNC(=O)NC(=O)CSc1nnc(C(F)(F)F)n1C	-1.8	3	-2	-6	1	21	2	-4	0.3	0.5
CCOC(=O)C(Cc1ccc(Cl)cc1Cl)c1ccno1 (stereo unspecified)	2.0	-5	4	-1	4	-11	1	-2	2.4	0.7
COc1ccccc1N1CCN(C(=O)CN2C(=O)c3ccccc3S2(=O)=O)CC1	-3.5	0	0	1	-6	-5	0	-3	-0.7	0.2
Cn1c(=O)c(C(=O)NNC(=O)c2ccccc2F)c(O)c2ccccc21	0.9	1	4	-1	0	-6	-1	-3	0.2	-0.6
COC(=O)c1ccccc1S(=O)(=O)N1CCC(C(=O)NC2CCCCC2C)CC1 (stereo unspecified)	-1.4	5	3	-5	-5	8	1	-3	-0.3	-0.3
COc1ccc(S(=O)(=O)N2CCCCC2C)cc1 (stereo unspecified)	0.4	-1	9	-5	2	-3	-1	-2	1.9	1.5
C=CCn1c(C)cc(C(=O)Cn2ncc(Cl)c(Cl)c2=O)c1C	22	103*	-4	3	4	5	4	-8	0.1	1.4
CCOc1ccc(-c2c(C)n([O-])c3c([n+]2=O)CCCCC3)cc1	-2.2	-4	-7	-2	0	18	-4	-3	1.3	1.3
C=CCNC(=O)C(=O)NCC1CCCN1CC (stereo unspecified)	1.3	1	2	-9	1	6	1	-4	-0.3	-0.1
COc1ccc2nc(N(CCN(C)C)C(=O)c3ccc4ccccc4c3)sc2c1	0.5	-3	-12	7	-1	-7	1	-1	-0.2	1.8
CNC(=O)c1ccc(-c2sc3nc(N4CCOCC4)c4c(c3c2N)CCCC4)o1	2.1	-19	-9	0	0	0	-1	1	0.2	2.7
CCOC(=O)N1CCN(C(=O)COc2ccc(S(=O)(=O)Nc3ccc(OCC)cc3)cc2)CC1	-0.6	-2	-2	-6	1	4	-1	-5	-1.0	0.9

Shown with bars between the fields: part of the list above.
smiles | LMPTP block | DNMT1 inh | SUMO1-SIM PPI | Scp-1 inhibitor | eLon inh | CendR NRP1 mod | STEP block | bovine MsrA act | Tb MetRS inh | MsrA inh
C=CCNC(=O)C(=O)NCC1CCCN1CC (stereo unspecified) | 1.3 | 1 | 2 | -9 | 1 | 6 | 1 | -4 | -0.3 | -0.1
COc1ccc2nc(N(CCN(C)C)C(=O)c3ccc4ccccc4c3)sc2c1 | 0.5 | -3 | -12 | 7 | -1 | -7 | 1 | -1 | -0.2 | 1.8
CNC(=O)c1ccc(-c2sc3nc(N4CCOCC4)c4c(c3c2N)CCCC4)o1 | 2.1 | -19 | -9 | 0 | 0 | 0 | -1 | 1 | 0.2 | 2.7
CCOC(=O)N1CCN(C(=O)COc2ccc(S(=O)(=O)Nc3ccc(OCC)cc3)cc2)CC1 | -0.6 | -2 | -2 | -6 | 1 | 4 | -1 | -5 | -1.0 | 0.9
